# TcdB GH inh = inhibitors of Clostridioides difficile toxin B glycohydrolase; TcdB glycohydrolase enzymatic assay, plate reader; inhibition, % at 9.99 µM; hit rate 0.24% among 350,000; AID 652162; in the data active = inhibition above about 10%
# Target sequence (P18177 whole entry, looked up): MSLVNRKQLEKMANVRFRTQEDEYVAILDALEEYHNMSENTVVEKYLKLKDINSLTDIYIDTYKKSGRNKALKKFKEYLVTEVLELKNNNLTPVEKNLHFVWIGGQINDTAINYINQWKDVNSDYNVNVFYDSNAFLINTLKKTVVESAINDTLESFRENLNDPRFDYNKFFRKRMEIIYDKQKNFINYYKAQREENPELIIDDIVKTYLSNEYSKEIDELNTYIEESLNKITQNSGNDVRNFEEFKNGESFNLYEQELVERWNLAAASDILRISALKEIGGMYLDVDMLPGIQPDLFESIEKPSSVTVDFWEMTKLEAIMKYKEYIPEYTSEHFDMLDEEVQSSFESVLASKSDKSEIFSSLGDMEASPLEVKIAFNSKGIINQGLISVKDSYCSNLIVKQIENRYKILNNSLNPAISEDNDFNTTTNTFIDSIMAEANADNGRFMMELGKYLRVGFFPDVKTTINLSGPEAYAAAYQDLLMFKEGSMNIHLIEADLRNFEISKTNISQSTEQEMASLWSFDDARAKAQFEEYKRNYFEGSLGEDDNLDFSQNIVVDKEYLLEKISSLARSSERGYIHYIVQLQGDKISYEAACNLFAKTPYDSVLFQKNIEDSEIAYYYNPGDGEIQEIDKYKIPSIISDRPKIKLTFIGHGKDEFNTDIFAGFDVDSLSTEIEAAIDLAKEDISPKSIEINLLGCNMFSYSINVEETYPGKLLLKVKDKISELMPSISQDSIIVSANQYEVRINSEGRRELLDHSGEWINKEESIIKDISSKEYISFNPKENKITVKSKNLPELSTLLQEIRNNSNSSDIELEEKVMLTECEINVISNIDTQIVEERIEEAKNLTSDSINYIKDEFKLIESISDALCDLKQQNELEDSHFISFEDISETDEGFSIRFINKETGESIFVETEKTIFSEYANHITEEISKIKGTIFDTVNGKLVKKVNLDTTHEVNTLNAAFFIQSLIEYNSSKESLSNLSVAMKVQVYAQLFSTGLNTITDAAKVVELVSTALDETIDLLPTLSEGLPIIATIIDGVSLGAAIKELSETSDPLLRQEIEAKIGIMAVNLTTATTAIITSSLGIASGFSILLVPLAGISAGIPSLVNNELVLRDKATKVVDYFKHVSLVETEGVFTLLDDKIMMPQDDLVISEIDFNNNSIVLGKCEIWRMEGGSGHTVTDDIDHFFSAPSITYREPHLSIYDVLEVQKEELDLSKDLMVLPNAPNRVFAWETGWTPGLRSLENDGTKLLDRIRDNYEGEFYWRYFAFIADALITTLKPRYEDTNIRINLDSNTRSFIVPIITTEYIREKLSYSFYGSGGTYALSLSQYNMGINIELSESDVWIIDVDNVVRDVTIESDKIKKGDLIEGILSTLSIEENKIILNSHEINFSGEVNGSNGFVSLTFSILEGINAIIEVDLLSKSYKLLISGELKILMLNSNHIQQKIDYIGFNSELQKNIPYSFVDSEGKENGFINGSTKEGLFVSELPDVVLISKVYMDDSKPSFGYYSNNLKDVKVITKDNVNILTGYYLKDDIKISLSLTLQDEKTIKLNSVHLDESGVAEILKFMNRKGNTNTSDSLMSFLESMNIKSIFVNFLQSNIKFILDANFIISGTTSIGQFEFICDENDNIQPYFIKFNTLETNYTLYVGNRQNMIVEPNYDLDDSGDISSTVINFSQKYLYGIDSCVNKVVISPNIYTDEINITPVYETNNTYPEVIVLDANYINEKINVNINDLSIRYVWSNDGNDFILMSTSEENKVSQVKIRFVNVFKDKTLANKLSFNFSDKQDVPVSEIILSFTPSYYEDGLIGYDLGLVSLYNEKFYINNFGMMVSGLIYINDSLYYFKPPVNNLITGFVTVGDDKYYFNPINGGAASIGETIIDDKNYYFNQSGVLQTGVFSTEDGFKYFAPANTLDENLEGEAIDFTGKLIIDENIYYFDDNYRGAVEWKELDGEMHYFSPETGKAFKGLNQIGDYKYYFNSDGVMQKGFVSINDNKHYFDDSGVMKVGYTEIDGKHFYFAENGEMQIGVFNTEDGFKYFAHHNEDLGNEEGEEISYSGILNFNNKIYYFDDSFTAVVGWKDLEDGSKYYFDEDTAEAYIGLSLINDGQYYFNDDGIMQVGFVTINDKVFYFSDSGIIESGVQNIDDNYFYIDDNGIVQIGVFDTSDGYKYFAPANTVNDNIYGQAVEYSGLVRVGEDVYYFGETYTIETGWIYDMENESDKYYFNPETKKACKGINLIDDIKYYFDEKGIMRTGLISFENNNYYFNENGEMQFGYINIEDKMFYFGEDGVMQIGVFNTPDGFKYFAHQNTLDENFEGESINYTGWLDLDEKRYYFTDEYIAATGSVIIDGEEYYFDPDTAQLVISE
# Starred values were filed as active, the others as inactive. These rows are one share of the data (hit frequency here may not be typical).
SMILES	TcdB GH inh
C[C@H]1CN([C@@H](C)CO)C(=O)c2cc(/C=C/c3ccccc3)cnc2O[C@@H]1CN(C)Cc1cncnc1	0.9
C/C=C/c1ccc([C@H]2[C@@H](CO)N(C(=O)c3ccccc3)C23CN(C(C)=O)C3)cc1	0.1
CC=Cc1ccc2n(c1=O)C[C@H]1[C@H](CO)[C@@H](C(=O)Nc3ccccc3)N(CC3CCCC3)[C@@H]21 (mixture of isomers)	0.6
O=C(Nc1cc(F)ccc1F)N1CCCCN2[C@H](CO)[C@H](c3ccc(-c4cncnc4)cc3)[C@H]2C1	0.2
N#C[C@@H]1[C@H](c2ccc(-c3cccc(F)c3)cc2)[C@@H](CO)N1C(=O)NC1CCCCC1	1.6
Cc1noc(C)c1NC(=O)Nc1ccc2c(c1)CC(=O)N([C@@H](C)CO)C[C@H](C)[C@H](CN(C)S(=O)(=O)c1ccccc1)O2	0.0
COc1cccc(-c2cnc3c(c2)C(=O)N([C@H](C)CO)C[C@H](C)[C@H](CN(C)C(=O)Nc2ccccc2)O3)c1	-3.4
C[C@H](CO)N1C[C@H](C)[C@H](CN(C)Cc2ccncc2)Oc2c(NC(=O)C3CC3)cccc2C1=O	-4.6
C[C@@H]1CN([C@H](C)CO)C(=O)c2cc(C#C[C@@H](C)O)cnc2O[C@H]1CN(C)C(=O)c1ccncc1	-1.6
COc1ccc(NC(=O)N(C)C[C@H]2Oc3ncc(-c4ccc(C#N)cc4)cc3C(=O)N([C@H](C)CO)C[C@@H]2C)cc1	-0.3
CCNC(=O)[C@H]1[C@H](CO)[C@H]2Cn3c(ccc(-c4ccccc4)c3=O)[C@H]2N1CC	14.3*
COc1cccc(S(=O)(=O)N(C)C[C@H]2Oc3ncc(C#CC(C)C)cc3C(=O)N([C@@H](C)CO)C[C@@H]2C)c1	1.3
O=C(NC1CCC1)[C@@H]1[C@@H](CO)[C@@H]2Cn3c(cccc3=O)[C@H]1N2CC1CCCC1	0.9
C[C@H]1CN([C@@H](C)CO)C(=O)CCCn2cc(nn2)CO[C@@H]1CN(C)Cc1ccc(-c2ccccc2)cc1	1.1
COc1ccc(CN(C)C[C@@H]2Oc3ccc(NC(=O)NC4CCCCC4)cc3CC(=O)N([C@H](C)CO)C[C@@H]2C)cc1	3.8
Cc1noc(C)c1NC(=O)N(C)C[C@H]1OCCCC[C@@H](C)Oc2ccc(NC(=O)Cc3ccccc3)cc2C(=O)N([C@H](C)CO)C[C@H]1C	-0.5
C[C@H]1CN([C@@H](C)CO)C(=O)c2cccc(NC(=O)c3cnccn3)c2O[C@@H]1CN(C)C	0.8
C[C@H](CO)N1C[C@H](C)[C@H](CN(C)C(=O)c2ccccc2)Oc2cc(-c3cccc(C#N)c3)ccc2S1(=O)=O	-0.5
CC=Cc1ccc2n(c1=O)C[C@H]1[C@H](CO)[C@@H](C(=O)Nc3ccc(-c4ccccc4)cc3)[C@@H]2N1C(=O)CC (mixture of isomers)	0.8
C[C@@H]1CCCCO[C@@H](CN(C)Cc2ccc(Cl)c(Cl)c2)[C@H](C)CN([C@@H](C)CO)C(=O)c2cc(NC(=O)Nc3ccc4c(c3)OCO4)ccc2O1	0.8
CNC(=O)C[C@@H]1CC[C@H]2[C@H](COc3ccc(NC(=O)c4ccccc4OC)cc3C(=O)N2C)O1	1.8
Cc1ccccc1S(=O)(=O)N1C[C@H](O)COC[C@H]2O[C@H](CC(=O)N3CCN(C)CC3)CC[C@@H]21	0.6
C[C@@H]1CN([C@H](C)CO)C(=O)c2c(c3ccccc3n2C)-c2ccccc2CO[C@@H]1CN(C)S(=O)(=O)c1ccc(Cl)cc1	-1.2
O=C(c1ccccc1)N1CC(=O)N2[C@H](CO)[C@@H](c3ccc(C#CCC4CCCC4)cc3)[C@@H]2C1	-0.3
Cc1cccc(-c2ccc([C@H]3[C@@H](CO)N4CCCCN(S(=O)(=O)c5cn(C)cn5)C[C@H]34)cc2)c1	0.6
COc1ccc(CN(C)C[C@H]2Oc3ccc(NC(=O)Cn4cnnn4)cc3CC(=O)N([C@H](C)CO)C[C@@H]2C)cc1	1.2
COc1ccc(CN(C)C[C@@H]2Oc3ccc(NC(=O)c4ccncc4)cc3C(=O)N([C@@H](C)CO)C[C@@H]2C)cc1	0.5
CC(C)CC#Cc1ccc([C@H]2[C@H](CO)N3C(=O)CN(C(=O)Cc4ccccc4)C[C@@H]23)cc1	-1.0
Cc1noc(C)c1S(=O)(=O)Nc1ccc2c(c1)C(=O)N([C@H](C)CO)C[C@@H](C)[C@@H](CN(C)C(=O)C1CCCCC1)OCCCC[C@@H](C)O2	0.4
CO[C@H](CN(C)C(=O)c1ccccc1F)[C@@H](C)CN([C@H](C)CO)S(=O)(=O)c1ccc(C)cc1	-0.1
Cc1ccc(S(=O)(=O)Nc2ccc3c(c2)CC(=O)N([C@H](C)CO)C[C@@H](C)[C@H](CN(C)C(=O)NC(C)C)O3)cc1	-1.5
CC(C)NC(=O)N(C)C[C@H]1Oc2ccc(NS(=O)(=O)c3cn(C)cn3)cc2CC(=O)N([C@@H](C)CO)C[C@@H]1C	1.7
C[C@H](O)C#Cc1ccc([C@@H]2[C@H]3CN(CC4CCOCC4)CCCCN3[C@H]2CO)cc1	-0.4
CNC[C@@H]1Oc2ccc(NC(=O)Nc3ccc(F)cc3)cc2C(=O)N([C@H](C)CO)C[C@H]1C	0.3
CC=Cc1ccc2n(c1=O)C[C@@H]1[C@@H](CO)[C@H](C(=O)Nc3ccccc3)N(CC3CC3)[C@H]21 (mixture of isomers)	-0.6
C[C@H]1CN([C@@H](C)CO)C(=O)Cc2cc(NC(=O)Nc3ccc(F)cc3)ccc2O[C@H]1CN(C)Cc1ccc(C(=O)O)cc1	0.3
CC(=O)[C@]12O[C@@]3(COC[C@H](c4ccccc4)N3C1=O)[C@H]1C(=O)N(c3ccccc3)C(=O)[C@H]12	0.0
C[C@@H]1CN([C@@H](C)CO)C(=O)c2cc(NS(=O)(=O)c3ccc(Cl)cc3)ccc2O[C@@H](C)CCCCO[C@@H]1CN(C)C	-0.9
COc1ccccc1NC(=O)N[C@@H]1CC[C@H](CCn2cc(-c3ccccc3)nn2)O[C@H]1CO	1.0
O=C(NCc1ccncc1)[C@H]1N[C@H]2c3ccc(/C=C/c4ccccc4)c(=O)n3C[C@H]2[C@@H]1CO	0.7
CN1C(=O)c2cc(NC(=O)C3CCOCC3)ccc2OC[C@H]2O[C@@H](CC(=O)NC3CCCC3)CC[C@@H]21	0.3
CC(C)[C@@H](C)NC(=O)N(C)C[C@@H]1OCc2ccccc2-c2ccccc2C(=O)N([C@H](C)CO)C[C@@H]1C	0.5
CO[C@@H]1CN(C)C(=O)c2ccc(NS(=O)(=O)c3cn(C)cn3)cc2OC[C@@H](C)N(Cc2cccc(C(F)(F)F)c2)C[C@H]1C	0.8
C[C@H]1CCCCO[C@H](CN(C)S(=O)(=O)c2cn(C)cn2)[C@@H](C)CN([C@@H](C)CO)C(=O)c2cc(NS(=O)(=O)c3cn(C)cn3)ccc2O1	-9.9
Cc1noc(C)c1S(=O)(=O)Nc1ccc2c(c1)C(=O)N([C@H](C)CO)C[C@@H](C)[C@H](CN(C)Cc1ccc(-c3ccccc3)cc1)O2	-1.0
COc1ccc(S(=O)(=O)Nc2ccc3c(c2)C(=O)N([C@@H](C)CO)C[C@H](C)[C@@H](CN(C)Cc2ccc(C(F)(F)F)cc2)O3)cc1	0.2
COc1cccc(NC(=O)N(C)C[C@H]2Oc3ncc(/C=C/c4ccccc4)cc3C(=O)N([C@@H](C)CO)C[C@H]2C)c1	0.5
COc1ccc(NC(=O)N(C)C[C@H]2Oc3ccc(NS(=O)(=O)c4c(C)noc4C)cc3C(=O)N([C@H](C)CO)C[C@H]2C)cc1	-0.1
O=C(C[C@H]1CC[C@@H](NC(=O)CN2CCOCC2)[C@@H](CO)O1)NCc1cccc(F)c1	0.8
COc1cccc(C(=O)Nc2ccc3c(c2)C(=O)N(C)[C@@H]2CC[C@H](CC(=O)NCC(F)(F)F)O[C@@H]2CO3)c1	8.8
C[C@H]1CN([C@@H](C)CO)C(=O)c2cccc(NS(=O)(=O)c3ccc(Cl)cc3)c2O[C@H]1CN(C)S(C)(=O)=O	-1.3
O=S(=O)(N[C@H]1CC[C@@H](CCn2cc(-c3cccc(F)c3)nn2)O[C@@H]1CO)c1ccc(Cl)cc1	0.2
CC(C)NC(=O)Nc1ccc2c(c1)C(=O)N([C@@H](C)CO)C[C@H](C)[C@H](CN(C)C(=O)NC1CCCCC1)OCCCC[C@H](C)O2	1.8
O=C(C[C@H]1CC[C@@H](NC(=O)c2cccnc2)[C@@H](CO)O1)NCc1ccc(Cl)c(Cl)c1	0.4
COc1ccc(NC(=O)Nc2ccc3c(c2)CC(=O)N([C@@H](C)CO)C[C@H](C)[C@@H](CN(C)Cc2ccc(Oc4ccccc4)cc2)O3)cc1	0.3
CC=Cc1ccc2n(c1=O)C[C@H]1[C@H](CO)[C@@H](C(=O)NCCC)N(CC3CCCC3)[C@@H]21 (mixture of isomers)	1.6
COc1ccc(NC(=O)N(C)C[C@@H]2Oc3ccc(NC(=O)Cn4cnnn4)cc3C(=O)N([C@H](C)CO)C[C@@H]2C)cc1	0.5
C[C@H](CO)N1C[C@H](C)[C@H](CN(C)S(=O)(=O)c2ccc(Cl)cc2)OCCCC[C@H](C)Oc2ccc(NC(=O)Nc3ccccc3)cc2C1=O	-1.3
C[C@@H]1CN([C@H](C)CO)C(=O)Cc2cc(NC(=O)C3CCCCC3)ccc2O[C@H]1CN(C)Cc1ccc(C(=O)O)cc1	-1.1
C[C@@H]1CN([C@H](C)CO)C(=O)c2cc(C#CCC3CCCC3)cnc2O[C@@H]1CN(C)Cc1ccccn1	-7.1

# Shown with each value named: 4 of the compounds above
> Cc1ccccc1S(=O)(=O)N1C[C@H](O)COC[C@H]2O[C@H](CC(=O)N3CCN(C)CC3)CC[C@@H]21
  TcdB GH inh: 0.6

> COc1ccc(CN(C)C[C@@H]2Oc3ccc(NC(=O)c4ccncc4)cc3C(=O)N([C@@H](C)CO)C[C@@H]2C)cc1
  TcdB GH inh: 0.5

> C[C@@H]1CN([C@H](C)CO)C(=O)c2cc(C#CCC3CCCC3)cnc2O[C@@H]1CN(C)Cc1ccccn1
  TcdB GH inh: -7.1

> C[C@@H]1CN([C@@H](C)CO)C(=O)c2cc(NS(=O)(=O)c3ccc(Cl)cc3)ccc2O[C@@H](C)CCCCO[C@@H]1CN(C)C
  TcdB GH inh: -0.9

# Next structures
SMILES	TcdB GH inh
COCC#Cc1cnc2c(c1)C(=O)N([C@H](C)CO)C[C@H](C)[C@H](CN(C)Cc1ccc(F)cc1)O2	0.2
CC(C)NC(=O)N(C)C[C@H]1Oc2cc(C#C[C@@H](C)O)ccc2S(=O)(=O)N([C@@H](C)CO)C[C@H]1C	0.4
O=S(=O)(c1ccccc1)N1[C@H](CO)[C@@H]2c3ccccc3NC[C@@H]21	-0.5
C[C@@H]1CN([C@H](C)CO)C(=O)Cc2cc(NC(=O)CCN3CCOCC3)ccc2O[C@H]1CN(C)Cc1ccc(Cl)c(Cl)c1	-0.7
CCCN1[C@@H]2c3ccc(-c4cccc(F)c4)c(=O)n3C[C@@H]2[C@@H](CO)[C@@H]1C(=O)N[C@@H](C)c1ccccc1	0.1
O=C(c1cnccn1)N1CC(=O)N2[C@@H](CO)[C@H](c3ccc(-c4ccc(F)cc4)cc3)[C@@H]2C1	0.5
O=C(C[C@@H]1C=C[C@@H](NC(=O)c2ccccn2)[C@@H](CO)O1)NCc1cccc(F)c1	0.6
C[C@@H]1CCCCO[C@@H](CN(C)Cc2ccc(C(=O)O)cc2)[C@@H](C)CN([C@H](C)CO)C(=O)c2cc(NC(=O)Nc3ccccc3)ccc2O1	-5.9
CO[C@H](C(=O)N(C)C[C@@H]1OCc2ccccc2-c2c(n(C)c3ccccc23)C(=O)N([C@@H](C)CO)C[C@@H]1C)c1ccccc1	0.5
C[C@@H]1CN([C@H](C)CO)S(=O)(=O)c2ccc(C3=CCCCC3)cc2O[C@@H]1CN(C)C(=O)Cc1ccncc1	-1.1
CCS(=O)(=O)N1CC2(C1)[C@@H](c1ccccc1)[C@@H](CO)N2C(=O)C1CC1	0.3
C[C@@H]1CN([C@H](C)CO)C(=O)c2cc(C3=CCCC3)cnc2O[C@@H]1CN(C)C(=O)CN(C)C	0.1
C[C@@H]1CN([C@@H](C)CO)C(=O)c2cc(NC(=O)Cc3ccccc3)ccc2O[C@@H]1CN(C)Cc1ccccc1	1.4
CCCNC(=O)[C@H]1[C@H](CO)[C@H]2Cn3c(ccc(C4=CCCC4)c3=O)[C@H]2N1CCC	-1.0
CC(C)NC(=O)N[C@H]1C=C[C@@H](CC(=O)NCCN2CCCC2)O[C@@H]1CO	0.3
C[C@H](CO)N1C[C@H](C)[C@@H](CN(C)Cc2ccccc2)Oc2ccc(NC(=O)c3ccncc3)cc2CC1=O	-0.9
COc1ccc(NC(=O)N2C[C@@H](O)COC[C@H]3O[C@@H](CC(=O)NCc4ccncn4)CC[C@@H]32)cc1	0.0
C[C@H](CO)N1C[C@H](C)[C@@H](CN(C)S(C)(=O)=O)Oc2c(NC(=O)c3nc4ccccc4s3)cccc2C1=O	0.2
C[C@H]1CN([C@@H](C)CO)C(=O)c2cc(NS(C)(=O)=O)ccc2O[C@H]1CN(C)S(=O)(=O)c1ccc(F)cc1	-1.3
CCC(=O)Nc1ccc2c(c1)OC[C@@H](C)N(C(=O)c1ccccc1F)C[C@H](C)[C@@H](OC)CN(C)C2=O	0.7

# Random excerpt: 2 compounds from above.
SMILES	TcdB GH inh
C[C@@H]1CN([C@H](C)CO)C(=O)Cc2cc(NC(=O)CCN3CCOCC3)ccc2O[C@H]1CN(C)Cc1ccc(Cl)c(Cl)c1	-0.7
C[C@H](CO)N1C[C@H](C)[C@@H](CN(C)S(C)(=O)=O)Oc2c(NC(=O)c3nc4ccccc4s3)cccc2C1=O	0.2

# Screens from PubChem.
